KLK7 zymogen act – activators of human kallikrein-7 zymogen; AID 652039; purified proKLK7, EDANS-DABCYL substrate fluorescence; 100% is mature enzyme control, 0% vehicle; activation, % at 7 µM; P49862; hit rate 0.9% among 370,000;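 active means activation above the mean of all tested compounds plus 3 SD, computed per campaign excluding outliers beyond control limits, cut at about 13% in these data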
TDP2 inh – blocks human TDP2 phosphodiesterase activity | AID 720702 | O95551 | inhibition, % at 12.8 µM | hit rate 0.34% among 370,000 | recombinant TDP2, T5PNP hydrolysis, p-nitrophenol absorbance 415 nm;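 active means inhibition above the mean of all tested compounds plus 3 SD, set per campaign, cut at about 25% in these data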;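 further: 0% = DMSO with enzyme and 100% = buffer with substrate but no TDP2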
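Evaluation: % inhibition relative to enzyme-containing and enzyme-free wells. Material: recombinant human TDP2. Benchmarks: enzyme-free and DMSO wells. Timing: enzyme reaction with compound for 2 h at 37 °C. Compound dosing: 12.8 µM only. Measured by: p-Nitrophenol epi absorbance. Reagent: T5PNP substrate at 5 mM, a TopII-DNA adduct mimic. Replication: single well per compound.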
ASAP1 inh – blocks human ASAP1-stimulated Arf1 GTP hydrolysis. GDP FP detection. hit rate 0.19% among 360,000. inhibition, % at 16.5 µM. AID 624377; in the data active means inhibition above about 25%;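 further: 0% = vehicle with enzyme and substrate and 100% = no enzyme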
PLCg1 inh – blocks human PLC-gamma1 enzyme activity; P19174; purified PLC-gamma1, fluorogenic substrate, fluorescence; inhibition, % at 12.2 µM; hit rate 0.84% among 370,000; AID 720700; in the data active means inhibition above about 9.5%
Target sequence (P19174 whole entry, looked up): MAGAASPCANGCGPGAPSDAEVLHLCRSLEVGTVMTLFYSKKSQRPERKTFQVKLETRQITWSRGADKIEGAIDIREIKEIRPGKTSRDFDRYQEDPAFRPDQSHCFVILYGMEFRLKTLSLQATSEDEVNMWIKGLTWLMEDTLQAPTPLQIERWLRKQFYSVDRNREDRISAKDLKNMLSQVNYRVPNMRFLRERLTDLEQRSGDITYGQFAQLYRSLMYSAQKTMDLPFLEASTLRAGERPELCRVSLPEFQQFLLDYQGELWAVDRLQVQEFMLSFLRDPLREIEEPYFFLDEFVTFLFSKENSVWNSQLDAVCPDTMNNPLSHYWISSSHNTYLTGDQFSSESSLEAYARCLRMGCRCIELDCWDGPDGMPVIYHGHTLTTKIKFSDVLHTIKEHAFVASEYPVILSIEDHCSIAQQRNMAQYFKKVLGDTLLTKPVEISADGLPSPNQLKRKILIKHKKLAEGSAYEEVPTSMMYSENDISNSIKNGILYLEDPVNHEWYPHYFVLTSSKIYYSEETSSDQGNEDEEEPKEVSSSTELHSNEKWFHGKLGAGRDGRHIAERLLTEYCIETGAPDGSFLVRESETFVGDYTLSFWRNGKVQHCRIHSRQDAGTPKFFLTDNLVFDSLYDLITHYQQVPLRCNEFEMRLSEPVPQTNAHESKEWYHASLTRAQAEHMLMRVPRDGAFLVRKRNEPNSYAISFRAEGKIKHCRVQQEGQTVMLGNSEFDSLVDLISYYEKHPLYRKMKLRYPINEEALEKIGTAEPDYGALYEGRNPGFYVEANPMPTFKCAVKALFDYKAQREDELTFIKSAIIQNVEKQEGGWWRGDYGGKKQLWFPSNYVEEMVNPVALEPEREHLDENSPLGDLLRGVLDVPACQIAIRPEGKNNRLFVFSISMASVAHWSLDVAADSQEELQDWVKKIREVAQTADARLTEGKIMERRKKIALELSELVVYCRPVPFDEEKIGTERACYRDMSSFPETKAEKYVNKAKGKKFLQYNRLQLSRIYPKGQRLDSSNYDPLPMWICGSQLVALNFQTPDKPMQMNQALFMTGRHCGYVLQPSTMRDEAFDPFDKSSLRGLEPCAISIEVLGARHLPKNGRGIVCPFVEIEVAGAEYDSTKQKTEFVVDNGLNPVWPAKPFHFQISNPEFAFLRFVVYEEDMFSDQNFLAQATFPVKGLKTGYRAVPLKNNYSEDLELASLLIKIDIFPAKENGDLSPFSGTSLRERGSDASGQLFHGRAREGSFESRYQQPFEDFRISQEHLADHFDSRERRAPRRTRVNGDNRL
ADAM10 inh – ADAM10 inhibition, QFRET primary screen. hit rate 0.62% among 370,000. inhibition, % at 7 µM. O14672. recombinant ADAM10, EDANS/DABCYL FRET peptide cleavage, 3 h;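 active means inhibition above a per-campaign cutoff equal to the mean of compounds falling between control-based bounds plus 3 SD, cut at about 20% in these data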;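 further: 0% = DMSO wells while the 100% control is not disclosed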
LEDGF integ inh – blocks HIV-1 LEDGF/p75-dependent DNA integration | TR-FRET IN-LEDGF/p75 DNA integration, Eu/Cy5 | inhibition, % at 3.7 µM | hit rate 0.64% among 370,000 | AID 743269;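 active means inhibition above the screen-wide mean plus 3 SD, cut at about 13% in these data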;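 further: signal is the Cy5 over europium emission ratio at 671 and 618 nm; 0% = plate median of compound wells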
DDE Tn6 FP inh – DD(E)-Tn6 binding inhibition, primary FP screen; Fibrin DD(E) TRITC-Tn6 fluorescence polarization displacement; hit rate 0.21% among 370,000; inhibition, % at 8.3 µM;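 active means inhibition above a per-campaign cutoff: mean of compounds within control limits plus 3 SD, cut at about 15% in these data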;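 further: 0% = median of all compound wells on the plate and 100% = blocking peptide control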
ADAM17 inh – inhibits human ADAM17; P78536; recombinant ADAM17, EDANS/DABCYL FRET peptide cleavage; inhibition, % at 6.95 µM; hit rate 0.83% among 370,000;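 active means inhibition above the mean of compounds lying between control limits plus 3 SD, set per campaign, cut at about 8.5% in these data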;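 further: 0% = DMSO-only wells as the low control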
DDE Tn7 FP inh – inhibitors of Tn7 peptide binding to human fibrin DD(E); P02675; FP displacement of FITC-Tn7 peptide from fibrin DD(E); 0% = median of compound wells per plate; inhibition, % at 8.3 µM; hit rate 0.13% among 370,000; AID 720508;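 active means inhibition above the mean of compounds falling within the control limits plus 3 SD of them, cut at about 14% in these data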;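 further: 0% = plate median of compound wells and 100% = 10 µM Aha-Tn7 peptide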
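Assay system: Human clot-derived fibrin DD(E) complex | Buffer or medium: Tris/NaCl/CaCl2 buffer, pH 7.8 | Repeats: One replicate per compound | Benchmarks: Aha-Tn7 high control | Measure: % inhibition scaled between sample-field median and high-control FP | Schedule: 10 min plus 3 h, room temperature | Signal: Fluorescence polarization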
ARFGAP1 inhibitor – inhibits rat ARF GTPase activating protein 1 | inhibition, % at 16.5 µM | Q62848 | Arfgap1-stimulated ARF1 GTP hydrolysis, GDP FP detection | hit rate 0.26% among 360,000;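 active means inhibition above a per-plate limit, mean inhibition of low control wells plus 3 SD, cut at about 25% in these data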;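 further: 0% = DMSO wells with enzyme and 100% = wells lacking Arfgap1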
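Material: truncated rat Arfgap1 GAP domain; Incubation: compound-enzyme preincubation 20 min, reaction 120 min, detection 60 min, 25 °C; Read-out: percent inhibition of Arfgap1-stimulated GTP hydrolysis; Technique: FP, GDP Alexa 633 tracer displaced from anti-GDP antibody, 620/688 nm; Controls: No-Arfgap1 wells (100%) versus DMSO full-reaction wells (0%); Replication: single well per compound.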
Active calls of the source: *.

SMILES | KLK7 zymogen act | TDP2 inh | ASAP1 inh | PLCg1 inh | ADAM10 inh | LEDGF integ inh | DDE Tn6 FP inh | ADAM17 inh | DDE Tn7 FP inh | ARFGAP1 inhibitor
CCN1CCN(C(=O)CN(c2ccc(F)cc2)S(=O)(=O)c2ccc(OC)c(OC)c2)CC1 | 1.0 | 6 | 4 | 0 | 3 | 1 | -4 | 0 | -6 | -3
COc1cccc(CNC(=O)C(=O)NCCC2CCCCN2S(=O)(=O)c2cccs2)c1 (stereo unspecified) | 0.6 | 3 | -6 | 3 | 2 | 3 | -1 | 1 | 0 | -9
CN1CCc2nc(SCc3ccc(C(C)(C)C)cc3)c(C#N)cc2C1 | -1.3 | 7 | 8 | -87 | -27 | -2 | -9 | -11 | 2 | -2
Cc1cc(NC(=O)C(C)C)ncc1NC(=O)c1ccco1 | 0.0 | -8 | 18 | -3 | -25 | -1 | -7 | -6 | 0 | 11
CC(C)CN(CC(C)C)c1nn[nH]n1 | 0.5 | 6 | 20 | -4 | -3 | -2 | -2 | -2 | 4 | -4
COc1ccc(S(=O)(=O)N2CCCC2C(=O)Nc2nccs2)cc1 (stereo unspecified) | -0.6 | -4 | -9 | -1 | 5 | -5 | 6 | -1 | -3 | -1
COc1cc(C(=O)OCC(=O)Nc2ccc(C(C)=O)cc2)ccc1OCC(=O)N1CCOCC1 | -0.4 | 6 | -10 | 0 | -4 | -3 | 1 | 2 | -2 | -6
O=S(=O)([N-]c1nc2ccccc2nc1-n1cc[n+](Cc2ccccc2)c1)c1ccccc1 | 3.7 | -9 | 3 | -244 | -259 | 2 | -3 | -92 | -3 | 1
COc1ccc(OC)c(NC(=O)CSc2nnc(C3CCCCC3)n2N)c1 | 0.2 | 4 | -3 | -104 | -10 | 1 | 0 | 6 | -3 | 0
CCC1Oc2ccc(C)cc2N(CC(=O)NCCN2CCCCCC2)C1=O (stereo unspecified) | 0.1 | -1 | -4 | 2 | -6 | 2 | -3 | -1 | -9 | -4
COc1ccc(C(=O)N/N=C2\CCS(=O)(=O)c3ccc(F)cc32)cc1OC | 0.4 | 12 | 4 | 1 | -2 | 3 | -7 | -4 | -6 | -4
COc1ccc(C(CNC(=O)c2cc(S(=O)(=O)NCc3ccco3)ccc2C)N(C)C)cc1 (stereo unspecified) | 0.1 | 11 | 6 | -2 | -8 | 0 | 4 | 0 | -3 | 6
COc1ccc(-c2noc(CCC(=O)NCCCN3CCN(c4ccc(F)cc4)CC3)n2)cc1 | 0.1 | 2 | 2 | 2 | 2 | -2 | -1 | -1 | -1 | 4
CN(C)c1ccc(/C=N/NC(=O)c2ccc(-n3cnnn3)cc2)cc1 | -0.1 | 3 | 8 | -3 | -18 | -7 | -1 | -5 | 1 | -4
Cn1c(SCC2CCCCC2)nnc1-c1ccncc1 | -0.1 | 8 | -1 | 1 | 1 | 2 | -1 | -6 | -3 | 15
CC1(C)NC(=O)N(CC(O)Cn2c3ccccc3c3ccccc32)C1=O (stereo unspecified) | 0.2 | 5 | 1 | 1 | 3 | 2 | -2 | -3 | -6 | 1
CCCCOC(=O)Cn1c(=O)n(CC(=O)OCCCC)c2ccccc21 | 1.3 | 0 | -15 | -1 | -4 | -3 | 6 | -4 | -7 | 8
COc1ccc(C2CC3CC(c4ccccc4)N2O3)cc1 (stereo unspecified) | 0.7 | -14 | 8 | 0 | 12 | 0 | 2 | -1 | -6 | 5
CN1C(=O)c2cccc3c(S(=O)(=O)Nc4ccccc4F)ccc1c23 | 2.7 | 8 | 12 | -49 | -8 | 0 | 1 | 0 | -4 | -1
CCOc1ccc(CNC(=O)CCCc2cn(C)c3ccccc23)cc1 | 0.1 | 10 | -1 | 3 | 0 | 2 | 3 | 0 | 4 | 5
Cc1nc(CC(C)C)cc(C(=O)N2CCCC(CNS(=O)(=O)c3cccs3)C2)n1 (stereo unspecified) | 0.0 | -17 | -8 | 4 | 0 | 8 | -3 | -1 | 0 | -13
CC1CC(C)(C)NC(=S)N1CCCC(=O)Nc1ccc(F)c(F)c1 (stereo unspecified) | 1.1 | 10 | 2 | 1 | -4 | 2 | 2 | -5 | 0 | -3
C=CCN(CC=C)C(=O)CN1C(=O)c2ccccc2C1=O | 0.1 | 3 | 3 | 4 | -7 | 4 | 1 | -6 | 2 | -11
CCN(Cc1cccs1)C(=O)CN1CCN(S(=O)(=O)c2ccc3c(c2)OCCCO3)CC1 | 0.6 | -11 | 2 | -3 | 1 | 1 | 4 | -2 | 3 | 5
Nc1nc(Cl)cc(Oc2ccc([N+](=O)[O-])cc2)n1 | -0.7 | -1 | 8 | -1 | 6 | -2 | -4 | -5 | 2 | -7
CCOC(=O)N1CCC(NC(=O)C2=CCN(S(=O)(=O)c3ccc(F)cc3)CC2)CC1 | 0.0 | 0 | -1 | 1 | -4 | 0 | 13 | -4 | -1 | 7
CCCNC(=O)c1ccc2c(=O)c(O)c(C)[nH]c2c1 | -6.8 | -16 | 10 | -179 | -109 | -3 | -7 | -28 | 0 | 2
COc1cc2nc(CN3CCC(Cc4ccccc4)CC3)[nH]c(=O)c2cc1OC | 0.2 | 15 | 1 | 0 | 0 | -1 | 7 | -5 | 6 | 6
COc1ccc(OC)c(C(C)NC(=O)Nc2ccccc2)c1 (stereo unspecified) | -0.4 | 3 | 4 | -2 | 2 | 5 | -3 | -4 | 4 | 2
CN(C)NC(=S)NC(=O)C12CC3CC(CC(C3)C1)C2 | -0.4 | -5 | -4 | 5 | 14 | 0 | -4 | 2 | 5 | 3
CC(=O)c1cccc(NC(=O)CCOc2ccccc2)c1 | 0.0 | -7 | -20 | -4 | 4 | -1 | -5 | -8 | 4 | 1
Cc1nc2ccccc2c(=O)n1/N=C/c1ccc(C(C)C)cc1 | -0.9 | -9 | -5 | -1 | -6 | -3 | 7 | -5 | -2 | -8
COc1ccc(-c2csc3ncnc(N4CCN(CCO)CC4)c23)cc1 | 0.2 | -10 | -9 | -2 | 6 | -1 | 2 | -5 | 4 | -5
CC(C)(C)NC(=O)Cn1c(SCC(=O)Nc2nccs2)nc2ccccc21 | -0.5 | 4 | 2 | -2 | -13 | -1 | -5 | -6 | 1 | -6
COc1ccc(/C=C/C(=O)N(CCC(N)=O)c2ccccc2)cc1S(=O)(=O)N1CCOCC1 | -0.7 | 3 | 2 | 0 | -13 | -7 | -2 | -4 | -3 | -2
C=CCn1c(O)c(N=NC(=O)CNC(=O)Cc2ccccc2)c2ccccc21 | -0.4 | 4 | 0 | 5 | 5 | 2 | 1 | 0 | 3 | -6
CCOC(=O)CCCCCCCCC(=O)Nc1ccc(-n2[nH]c(=O)cc2C)cc1 | -0.1 | -1 | -2 | -1 | -2 | 5 | -8 | 0 | -2 | 5
CCn1c(NC(=O)C(C)C)c(-c2ccccc2)c(=O)c2ccccc21 | -0.1 | 9 | 4 | -3 | -17 | -6 | 6 | -11 | 3 | -6
COc1cccc(NC(=O)c2cc(CN3C(=O)c4ccccc4C3=O)ccc2OC)c1 | -0.2 | -10 | 6 | 4 | 8 | 4 | -2 | 3 | -1 | 2
COc1ccc(OC(=O)COc2cccc(C)c2)cc1 | -0.8 | -16 | -4 | -58 | 6 | 4 | 2 | -1 | -8 | 5
CN(C)CCN(C(=O)c1ccc2ccccc2c1)c1nc2cc3c(cc2s1)OCO3 | -114 | 7 | 10 | 2 | 8 | 1 | 4 | 0 | 0 | 4
COc1cc(CNCc2cccnc2)ccc1OCC(=O)NC1CCCCC1 | 0.3 | -16 | -9 | 3 | 5 | 9 | 0 | 2 | -3 | -9
CSc1nc2ccc(NC(=O)C3=NNC(=O)CC3)cc2s1 | -0.3 | -11 | 16 | 2 | 11 | -4 | -4 | 6 | -7 | 13
O=C(O)c1ccccc1NSc1ccccc1[N+](=O)[O-] | 0.1 | 1 | 12 | -7 | -23 | -1 | -2 | -6 | -2 | 8
CC(=O)OC1CCC2(C)C3=CCC4(C)C(C(C)=O)=CCC4C3CCC2C1 (stereo unspecified) | -0.1 | 1 | -12 | 0 | -8 | -2 | 2 | -1 | 7 | 8

Entries above that have two or more sulfur atoms:
SMILES | KLK7 zymogen act | TDP2 inh | ASAP1 inh | PLCg1 inh | ADAM10 inh | LEDGF integ inh | DDE Tn6 FP inh | ADAM17 inh | DDE Tn7 FP inh | ARFGAP1 inhibitor
COc1cccc(CNC(=O)C(=O)NCCC2CCCCN2S(=O)(=O)c2cccs2)c1 (stereo unspecified) | 0.6 | 3 | -6 | 3 | 2 | 3 | -1 | 1 | 0 | -9
COc1ccc(S(=O)(=O)N2CCCC2C(=O)Nc2nccs2)cc1 (stereo unspecified) | -0.6 | -4 | -9 | -1 | 5 | -5 | 6 | -1 | -3 | -1
Cc1nc(CC(C)C)cc(C(=O)N2CCCC(CNS(=O)(=O)c3cccs3)C2)n1 (stereo unspecified) | 0.0 | -17 | -8 | 4 | 0 | 8 | -3 | -1 | 0 | -13
CCN(Cc1cccs1)C(=O)CN1CCN(S(=O)(=O)c2ccc3c(c2)OCCCO3)CC1 | 0.6 | -11 | 2 | -3 | 1 | 1 | 4 | -2 | 3 | 5
CC(C)(C)NC(=O)Cn1c(SCC(=O)Nc2nccs2)nc2ccccc21 | -0.5 | 4 | 2 | -2 | -13 | -1 | -5 | -6 | 1 | -6
CSc1nc2ccc(NC(=O)C3=NNC(=O)CC3)cc2s1 | -0.3 | -11 | 16 | 2 | 11 | -4 | -4 | 6 | -7 | 13
